m5-HT2A agonist: mouse Htr2a agonists via beta-arrestin recruitment, primary screen, cell-based, luminescence | AID 624169, 2012 | CHO-K1 mHTR2A beta-arrestin complementation; percent of 30 µM serotonin response | 360,000 compounds, 0.66% hits | activation, % at 7.6 µM | 5-hydroxytryptamine receptor 2A (Mus musculus), P35363;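 active = activation above a run cutoff, the mean activation of all tested compounds plus 3 SD, cut at about 14% in these data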;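 note: 0% = plate median of compound wells and 100% = 30 µM serotonin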
H9c2 protect: cardioprotection against H2O2-induced cell death, primary screen, uHTS, H9c2 cells, ATPLite luminescence | protection from H2O2 cell death, % at 20 µM | H9c2 cardiomyocytes, H2O2 injury protection, 2 h | AID 588492, 2011 | 360,000 compounds, 0.63% hits;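 active = compounds giving at least 50% protection of heart cells from peroxide-induced death in the single-dose screen, raw or plate-pattern-corrected value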;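 note: 0% = DMSO wells with peroxide and 100% = DMSO wells without peroxide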
PDI turbidity: inhibitors of human PDI, primary screen, biochemical, turbidity, single point, plate reader; inhibition, % at 10 µM; 350,000 compounds, 0.052% hits; Protein disulfide-isomerase (Homo sapiens), P07237; PDI insulin aggregation turbidity, A650, 90 min;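 active = mean inhibition across replicates of 30% or more, whatever share of single replicates reach that level; inconclusive = mean inhibition below 30% while every single replicate reaches 30%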;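 note: absorbance from insulin aggregation driven by PDI reduction with DTT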
Target sequence (P07237 whole entry, looked up): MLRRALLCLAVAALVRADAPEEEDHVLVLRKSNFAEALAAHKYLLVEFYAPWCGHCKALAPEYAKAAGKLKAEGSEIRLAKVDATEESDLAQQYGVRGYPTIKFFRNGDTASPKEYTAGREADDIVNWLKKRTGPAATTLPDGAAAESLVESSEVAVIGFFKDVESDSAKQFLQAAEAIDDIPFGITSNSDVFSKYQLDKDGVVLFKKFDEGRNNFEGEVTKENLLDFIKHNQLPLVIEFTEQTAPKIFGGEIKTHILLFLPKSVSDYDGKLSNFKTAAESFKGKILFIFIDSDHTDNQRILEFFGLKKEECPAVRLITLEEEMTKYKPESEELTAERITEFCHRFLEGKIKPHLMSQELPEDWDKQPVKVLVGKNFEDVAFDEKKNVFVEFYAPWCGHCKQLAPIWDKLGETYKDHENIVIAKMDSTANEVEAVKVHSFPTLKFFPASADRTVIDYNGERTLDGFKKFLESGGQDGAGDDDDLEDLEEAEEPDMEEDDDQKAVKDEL
MC4R ag barr: MC4R agonists recruiting beta-arrestin, primary screen, cell-based, luminescence, agonist arm of biased-ligand search. Melanocortin receptor 4 (Homo sapiens), P32245. U2OS MC4R beta-arrestin complementation; percent of melanotan II response, DMSO zero. activation, % at 8.9 µM. 360,000 compounds, 0.98% hits. AID 540308, 2011;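 active = activation above a per-plate cutoff, the mean activation of sample wells on that plate plus 3 SD, cut at about 8% in these data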
Target sequence (P32245 whole entry, looked up): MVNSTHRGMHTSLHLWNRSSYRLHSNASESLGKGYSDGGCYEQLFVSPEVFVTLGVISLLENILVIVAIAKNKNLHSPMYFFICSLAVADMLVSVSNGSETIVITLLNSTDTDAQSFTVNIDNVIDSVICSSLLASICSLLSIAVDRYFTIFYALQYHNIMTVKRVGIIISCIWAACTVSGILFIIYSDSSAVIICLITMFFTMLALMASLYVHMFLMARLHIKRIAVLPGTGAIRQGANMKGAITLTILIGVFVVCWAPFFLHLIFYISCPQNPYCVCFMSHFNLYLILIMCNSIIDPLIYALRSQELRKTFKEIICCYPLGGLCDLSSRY
ABCB6 inh MLPCN: ABCB6 transporter inhibitors, primary screen, K562-ABCB6 cells, flow cytometry, MLPCN library; ATP-binding cassette sub-family B member 6 (Homo sapiens), Q9NP58; K562-ABCB6 porphyrin accumulation, 1 h; active compounds read low; fluorescence ratio to DMSO, % at 10 µM; 360,000 compounds, 0.19% hits;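 active = fluorescence ratio to DMSO below 75%, the collection mean minus 3 SD; inconclusive = too few cells collected in the well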;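 note: signal is porphyrin accumulated inside mitochondria; 100% equals median channel fluorescence of DMSO control wells; lower ratio means ABCB6 inhibition with less porphyrin fluorescence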
Vif inh: HIV Vif self-association inhibitors, primary screen, imaging, HEK293T, single point | AID 602346, 2012 | HEK293T cells, Vif self-association by quenched fluorescence, 24 h | 340,000 compounds, 0.35% hits | inhibition, % at 7.49 µM; in the data active = inhibition above about 50%, passing the limit was not always enough; inconclusive = no clear call, values can overlap the other calls; inactive = below about 31%; note: some results filed as inactive read as strong as hits
N-glyco inh: increase of ERlucT glycosylation luciferase signal, primary screen, N-linked glycosylation inhibitor project, D54 ERlucT cells, luminescence, set 2; AID 588692, 2011; D54 ERlucT glycosylation luciferase reporter, 24 h; percent of 100 nM tunicamycin response; reporter increase, % at 12.5 µM; 360,000 compounds, 0.23% hits;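 active = mean luciferase reporter signal, scaled so untreated is 0 and the glycosylation-blocking control 100, at or above a set limit in every replicate; inconclusive = mean reaches the limit but not every replicate does; inactive = mean below the limit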;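 note: luciferase carries N-glycosylation sites so blocking glycosylation raises the light; 0% = median of neutral control wells and 100% = median of 100 nM tunicamycin wells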
MC4R antagonist: MC4R antagonists of cAMP signaling, primary screen, cell-based, TR-FRET, antagonist arm of biased-ligand search | AID 540295, 2011 | inhibition, % at 6.5 µM | Melanocortin receptor 4 (Homo sapiens), P32245 | 360,000 compounds, 0.48% hits | MC4R-expressing cells, MTII-stimulated cAMP, LANCE TR-FRET;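 active = inhibition above its plate's cutoff, the mean of tested wells on that plate plus 3 SD, cut at about 29% in these data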;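 note: 0% = Melanotan II alone and 100% = Melanotan II plus saturating MCL0020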
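System: U2OS cells stably expressing human melanocortin 4 receptor (MC4R). Reagent: Melanotan II challenge after compound preincubation. Doses: 6.5 µM. Times: 30-min compound, 1-h challenge, 1-h detection, room temperature. Measured by: TR-FRET with Eu-cAMP and labeled anti-cAMP, 671 nm. Replicates: singlicate.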
aDG glyco up: activators of alpha-DG glycosylation, primary screen, uHTS, Pro5-aDG cells, AlphaScreen. alpha-DG glycosylation AlphaScreen (IIH6); 0% Pro5, 100% B10-LARGE cell signal. 360,000 compounds, 0.22% hits. activation, % at 10 µM. AID 624168, 2012;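 active = activation of at least 8% versus controls, or a plate z-score of at least 8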;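 note: Pro5 are CHO cells carrying HIG-tagged alpha-DG that lacks glycosylation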
CaV13 FRET inh: Primary screen for inhibitors of IQ motif and Ca2+-dependent inactivation inhibitor domain binding in CACNA1D, Förster resonance energy transfer in living cells, …. HEK cells, CFP/YFP FRET ICDI-IQ, plate reader, 10 min; percent FRET-ratio fall versus neutral wells. inhibition, % at 12.3 µM. 340,000 compounds, 0.098% hits. AID 743397;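 active = mean replicate inhibition of at least 30% and at least 1% of replicates passing that level; inconclusive = only one of the two criteria is met; inactive = neither criterion is met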;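 note: 0% = median of the neutral control wells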
Active calls of the source: *; ? = inconclusive; · = not tested or not shown.

SMILES	m5-HT2A agonist	H9c2 protect	PDI turbidity	MC4R ag barr	ABCB6 inh MLPCN	Vif inh	N-glyco inh	MC4R antagonist	aDG glyco up	CaV13 FRET inh
COc1cc(/C=N/N2C(=O)CSC2=S)cc(Br)c1O	1	-8	2	-0.4	160	16	-3	12	0.0	-3
CC1(C)CC(=O)c2c(Cc3ccccc3)n[nH]c2C1	-3	-8	-6	-2.8	94	2	-3	4	-0.1	-6
CC(=O)N[C@@H](Cc1c[nH]c2ccccc12)C(=O)OCC(=O)NCc1ccc2c(c1)OCO2	-4	3	12	-1.4	97	-1	-1	9	0.2	-4
Nc1ccc(C(=O)Nc2ccc3nc(-c4ccncc4)[nH]c3c2)cc1	8	21	-5	-3.8	100	3	4	-8	-0.3	2
CNC(=S)N1CCN(c2nc3ccccc3s2)CC1	1	-9	-4	-2.9	102	1	1	5	0.3	-2
CC(C)n1nc(C(=O)Nc2nnc(C3CC3)s2)c2ccccc2c1=O	3	18	-3	-1.1	89	-13	1	-1	0.1	-6
Cc1ccc(C(=O)CSc2nc3ccc(C(=O)NCCN4CCCCC4)cc3c(=O)[nH]2)cc1	-8	2	10	-1.2	99	2	-4	2	0.1	-4
Cc1ccc(C)c(N(C)C(=O)c2coc(=O)c3ccccc23)c1	4	0	-17	0.6	102	-1	-1	12	0.0	-5
O=C(CN1CCN(S(=O)(=O)c2cc(Br)ccc2Br)CC1)NCc1ccccc1Cl	-2	-3	-6	-0.9	99	-10	-2	0	1.1	-5
C[C@H](O)[C@@H]1C(=O)N2CCc3c([nH]c4ccccc34)[C@@H]2C[C@@H]1N(C)C(=O)c1cc(Cl)cc(Cl)c1	1	3	·	·	95	6	0	·	-0.2	-5
Cc1ccc(-c2cc(C(=O)N/N=C/c3ccco3)[nH]n2)cc1	-1	-14	-2	-1.2	111	·	2	-4	0.1	-5
COc1ccccc1NC(=O)c1csc2c1CCC(C)C2 (stereo not drawn)	0	-4	0	0.7	98	-2	2	10	-0.1	-6
CCCC1(C(=O)OCC)NC(c2ccc(O)cc2)C2C(=O)N(c3ccc4c(c3)OCCO4)C(=O)C21 (stereo not drawn)	3	4	8	-1.4	93	4	3	-2	0.0	-9
O=C(NCc1ccco1)c1ccc(-c2ccc(F)c(F)c2)c2ccoc12	3	-11	-1	0.4	97	7	-3	21	0.7	-9
NC(=O)c1ccccc1OCC(=O)N1CCc2ccccc2C1	3	32	-4	-0.5	94	-12	-1	6	0.2	-4
Cc1onc(-c2ccccc2)c1C(=O)NCc1ccc2c(c1)OCO2	1	3	-6	-0.4	98	-3	0	18	0.2	-9
CC(C)c1nnc(NC(=O)CCC(=O)NCc2ccc3c(c2)OCO3)s1	3	-5	-12	2.2	103	-32	1	-2	0.0	·
CCn1c(=O)c2cc(C(=O)NCC(OC)OC)sc2c2ccccc21	-3	8	-2	0.7	98	2	9	-7	-0.1	-4
Cc1ccc(S(=O)(=O)Oc2ccc(C(c3c(C)[nH][nH]c3=O)c3c(C)[nH][nH]c3=O)cc2)cc1	1	-4	-5	-0.9	92	7	4	0	-0.1	-9
CCn1cc(C(=O)NCCC2=CCCCC2)c(=O)c2cc(S(=O)(=O)N(C)C)ccc21	-1	39	·	-0.5	104	-9	1	5	-0.3	-3
Cc1ccc(NS(=O)(=O)c2ccc(C(=O)N3CCCN(C)CC3)cc2)cc1	2	-8	10	-1.7	100	9	-2	-2	-0.1	-5
CN(C(=O)COc1cc(=O)n(C)c2ccccc12)c1cccc(Cl)c1	3	-4	·	-1.1	105	10	1	0	0.2	-1
COc1ccc2oc(C(=O)N3CCN(c4ncccn4)CC3)c(C)c2c1	3	-1	-4	0.1	97	9	0	10	-0.3	-7
COc1ccc(CCNC(=O)c2cc3c(F)cccc3s2)cc1OC	0	-1	3	-0.5	98	-15	0	-5	0.6	-4
CCc1ccc(S(=O)(=O)NCCc2csc(-c3cccnc3)n2)s1	-5	-9	·	-0.8	103	16	-3	14	-0.2	-7
CCOC(CNC(=O)c1cc(C)nn1-c1ccccc1)OCC	1	1	-6	-1.1	97	19	-1	1	-0.3	-7
CC(=O)Nc1cccc2cc(S(=O)(=O)O)ccc12	-2	0	·	·	98	0	5	·	-0.1	-4
CCc1ccc(OCC(=O)NC(=S)Nc2ccc(F)cc2)c(Br)c1	0	-12	8	7.2	100	0	1	4	0.3	-7
CNC(=O)c1cc(Nc2nnc(-c3ccc(O)cc3)c3ccccc23)ccc1OC	8	29	2	-2.6	99	2	4	-4	-0.5	-5
COC(=O)C1=C(C)N(c2ccc(C(=O)OC)cc2)C(=O)C1	2	12	-3	4.5	98	7	2	-2	0.0	-8
Cc1cccc(NS(=O)(=O)c2ccc(Br)s2)n1	-5	-2	1	-2.4	98	4	0	0	0.3	-8
C=CCn1c(Cc2cccs2)nnc1SCC(=O)c1ccc2ccccc2c1	2	-15	9	0.2	90	-8	3	-2	2.6	-10
O=C(NCCCc1ccccc1)c1ccc(Br)o1	2	-2	-3	-1.0	102	-5	0	-12	0.4	-4
COc1ccc(C(=S)N2CCOCC2)cc1OS(=O)(=O)c1ccc(Br)cc1	2	-3	3	-3.2	101	3	-3	-5	0.6	·
CCN(CC(=O)Nc1ccc(NC(C)=O)cc1)C(=O)CN1C(=O)NC(C)(c2ccc3ccccc3c2)C1=O (stereo not drawn)	12	-1	4	-1.6	99	20	1	4	-0.5	-6
COc1cccc(C(=O)NNC2OC(CO)C(O)C2O)c1 (stereo not drawn)	-2	-3	-9	2.8	88	-5	2	-6	0.4	-4
O=c1cc(C(F)(F)F)nc(-n2[nH]c3c(c2=O)CCCC3)[nH]1	-3	5	-5	-0.6	97	3	0	6	0.0	-10
COC(=O)Cc1cc(C)cc2c(=O)cc(-c3ccoc3)oc12	1	5	7	-0.6	97	-5	0	4	0.0	-15
Cc1ccc(N(CC(=O)NCCc2ccccc2)C(=O)c2csnn2)cc1	-4	4	-6	0.8	96	-11	0	18	-0.2	-3
OC(c1cccc(CN2CCCCC2)c1)c1ncc(-c2ccccc2Cl)[nH]1 (stereo not drawn)	-7	-1	-10	0.6	102	2	-2	0	0.2	-9
Cc1ccc(NC(=O)C(C)N2CCc3ccccc3C2)cc1 (stereo not drawn)	-7	-2	2	-3.6	100	6	0	1	0.0	-2
Cc1c(C(=O)OCC(C)C)[nH]c2c1C(=O)CC(c1ccco1)C2 (stereo not drawn)	-4	-18	·	0.4	107	-10	15	-22	0.2	-13
Cc1cccc(NC(=O)C2CCCN2C(=O)OCC(C)C)c1 (stereo not drawn)	-3	1	2	-2.0	93	?	0	-3	0.2	-5
Cc1ccc(S(=O)(=O)N2CCOCC2)cc1C(=O)N1C(=O)c2cccc(N)c2C1=O	6	2	3	2.4	105	16	1	11	0.0	-8
O=C(COc1cccc(C(F)(F)F)c1)NCC(c1cccs1)N1CCOCC1 (stereo not drawn)	0	-3	-2	2.6	93	-4	-2	6	-0.2	-13
N#CCCn1nc(-c2ccc(Br)cc2)cc1Nc1ccccc1NC(=O)C(F)(F)F	-2	-20	-22	-2.4	97	0	-5	2	-0.3	-2
CC1CCN(C(=O)CSc2nnc(CNC(=O)c3ccco3)o2)CC1	5	5	-3	0.8	93	9	0	-2	0.4	-2
Cc1occc1C(=O)Nc1ccc(S(=O)(=O)N2CCN(C)CC2)cc1	-3	0	4	1.2	93	16	-1	0	0.1	-5
COc1ccc(S(=O)(=O)N2CCCN(CC(=O)Nc3ccc(OC)c(Cl)c3)CC2)cc1	0	-6	7	-1.0	95	-6	0	6	0.0	-5
O=C(/C=C/c1ccccc1)NNC(=O)c1cccs1	5	2	3	-4.1	101	0	3	7	-0.1	7
OC(CNCc1ccccc1F)(c1ccc(F)cc1)c1ccc(F)cc1	-8	-17	1	3.9	102	5	-4	-2	0.4	-5
OC(c1ccccc1)C1CN(Cc2ccccc2)CCC1(O)c1ccccc1 (stereo not drawn)	1	-2	-4	-0.1	101	16	-3	0	0.3	-8
Fc1cccc(Cc2c(-c3ccco3)nc3ccc(Br)cn23)c1	-2	7	·	·	100	·	2	·	-0.1	-5
Cc1noc(C)c1C(=O)N1CCc2ccccc2C1	-2	7	-1	1.1	87	8	1	-3	-0.2	-8
O=C(O)CSc1nnc(Cc2cccc3ccccc23)n1-c1cc(C(F)(F)F)cc(C(F)(F)F)c1	6	-2	3	1.3	100	-3	0	13	0.2	1
Cc1ccc(C2(c3noc(CN(C)Cc4ccccn4)n3)CCCC2)cc1	-3	3	4	2.0	85	-2	-1	15	0.3	-7
CC(=O)N1CCN(C(=O)c2ccc(S(=O)(=O)Nc3ccccc3C)cc2)CC1	-6	-2	-4	-1.6	100	11	0	0	0.4	-6
O=C(Nc1ccccc1C(=O)O)c1cc(S(=O)(=O)Nc2ccccc2)ccc1Cl	13	18	-51	0.0	98	10	3	4	0.0	-4
COc1ccc(C2=NOC(Cn3nc(C(=O)NCc4ccc(OC(F)(F)F)cc4)cc3-c3ccccc3)C2)cc1 (stereo not drawn)	-1	-20	-3	-0.3	94	2	-8	2	0.7	-11
O=C(CCCn1nnnc1CN1CCOCC1)N1CCN(c2ccccc2F)CC1	-6	3	0	-2.1	100	15	-1	0	-0.1	-6
O=C(CN1C(=O)C2CCCCN2C(=O)c2ccccc21)Nc1ccc(F)cc1 (stereo not drawn)	-1	27	1	-2.3	98	-5	-2	15	0.2	1
Cc1cc(NCCCN2CCOCC2)n2nc(C)c(-c3ccc(F)cc3)c2n1	-3	14	-4	0.2	98	·	7	1	2.1	·
CCc1cccc(CC)c1NC(=O)C(CC)Sc1nc2ccncc2[nH]1 (stereo not drawn)	-3	10	20	-0.4	100	5	-1	1	0.0	-6
